MITF primary = blocks human microphthalmia-associated transcription factor; AID 1259374; inhibition, % at 2.6 µM; O75030; AlphaScreen MITF homodimerization, bead proximity signal; 650,000 tested, 0.91% active; in the data active means inhibition above about 50%;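 further: 0% = vehicle wells with protein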
FBW7 act = activators of human E3 ligase FBW7 | Q969H0 | AlphaScreen FBW7–phospho-cyclin E peptide binding, activator screen | normalized activity (activation), % at 26.1 µM | 650,000 tested, 0.13% active; in the data active means normalized activity above about 1.9%;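 further: purified mutant Fbw7 with reduced substrate affinity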
Target sequence (Q969H0 whole entry, looked up): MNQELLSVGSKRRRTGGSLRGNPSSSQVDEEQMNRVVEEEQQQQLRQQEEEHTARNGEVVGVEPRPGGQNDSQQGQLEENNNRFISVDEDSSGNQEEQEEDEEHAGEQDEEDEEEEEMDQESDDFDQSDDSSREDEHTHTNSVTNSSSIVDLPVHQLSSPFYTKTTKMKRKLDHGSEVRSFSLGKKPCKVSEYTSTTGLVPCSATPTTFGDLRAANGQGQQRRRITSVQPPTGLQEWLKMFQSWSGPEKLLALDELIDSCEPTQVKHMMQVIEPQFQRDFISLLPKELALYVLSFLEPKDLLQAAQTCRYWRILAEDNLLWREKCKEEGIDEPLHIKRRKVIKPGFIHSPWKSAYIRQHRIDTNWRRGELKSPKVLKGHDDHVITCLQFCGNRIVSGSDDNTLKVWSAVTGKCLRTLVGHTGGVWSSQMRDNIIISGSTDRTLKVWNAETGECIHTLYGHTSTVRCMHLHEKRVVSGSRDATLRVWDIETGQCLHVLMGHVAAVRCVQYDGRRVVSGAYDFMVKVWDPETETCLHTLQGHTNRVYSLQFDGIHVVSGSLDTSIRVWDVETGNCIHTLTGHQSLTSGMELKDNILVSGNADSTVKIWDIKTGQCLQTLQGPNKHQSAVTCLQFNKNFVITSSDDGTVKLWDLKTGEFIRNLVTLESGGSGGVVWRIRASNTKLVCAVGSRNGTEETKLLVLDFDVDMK
TEAD-YAP inh = TEAD-YAP interaction inhibition; inhibition, % at 9.12 µM; 640,000 tested, 1.4% active; HEK-TIYL cells, TEAD-Gal4/YAP UAS-luciferase luminescence; in the data active means inhibition above about 32%;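 further: 0% = median of test compound wells and 100% = reference inhibitor wells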
GPR151 ag = activators of human GPR151; PathHunter beta-arrestin GPR151 cells, luminescence; activation, % at 11.2 µM; 650,000 tested, 1% active; AID 1508602; in the data active means activation above about 4.9%;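 further: 0% = median of compound wells and 100% = cells with positive control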
* hit, by the source's call; & = joins results of further samples.

Start of the listing, in advance:
SMILES | MITF primary | FBW7 act | TEAD-YAP inh | GPR151 ag
CCCCc1ccc(-n2nc3ccc(N)cc3n2)cc1 | 22 | 0.6 | -4 | -0.8
CCOC(=O)c1sc(NC(=O)c2ccccc2Cl)c(C#N)c1C | -1 | 0.2 | 10 | -1.1

This part in full, previewed entries included:
SMILES | MITF primary | FBW7 act | TEAD-YAP inh | GPR151 ag
CCCCc1ccc(-n2nc3ccc(N)cc3n2)cc1 | 22 | 0.6 | -4 | -0.8
CCOC(=O)c1sc(NC(=O)c2ccccc2Cl)c(C#N)c1C | -1 | 0.2 | 10 | -1.1
CC(=O)Nc1nc(-c2ccccc2C)ccc1C(=O)NC1CCCCC1 | 16 | 0.1 | 0 | -0.6
Cc1nc(N2CCN(C)CC2)c2c(C)c(C(=O)Nc3ccc(Oc4ccccc4)cc3)sc2n1 | 8 | 0.1 | 2 | 0.4
CCN(CC)CCCNC(=O)c1cc2c(=O)[nH]c3ccccc3c2n1C | -2 | 0.4 | 5 | -0.5
CCN(Cc1ccncc1)Cc1ccc2c(c1)CN(C(=O)C(C)n1nc(C)cc1C)CCO2 (stereo not drawn) | -14 | -0.1 | -2 | 2.8
CC1(C)CC(=O)/C(=C/c2cccc([N+](=O)[O-])c2)C(C)(C)N1 | 8 | -0.1 | 0 | 1.1
Cc1ccnc2nc(C(=O)N3CCN(C(=O)c4ccco4)CC3)nn12 | 6 | 0.2 | -3 | -0.4
O=C1CCC(C(=O)OCc2nnc(-c3ccc(Br)cc3)o2)=NN1 | 13 | 0.1 | -10 | -0.5
COc1cc(NC(=O)c2cccc(C(=O)N3CCC(Nc4ccccc4Cl)CC3)c2)cc(OC)c1OC | 6 | -0.6 | 4 | 1.7
Cc1c(C#N)c(O)n(CCCO)c(=O)c1N=Nc1ccc(Br)cc1C(=O)O | 7 | 0.0 | 7 | -0.1
C=CCn1c(SCC(N)=O)nc2sc(CC)cc2c1=O | 5 | 0.1 | -1 | -1.2
O=C1C/C(=N\NC(=S)Nc2ccc(S(=O)(=O)N3CCOCC3)cc2)c2ccccc21 | 18 | -0.1 | 3 | -2.4
O=c1c2ccc(Cl)cc2[nH]c(=S)n1Cc1cccs1 | 5 | 0.1 | -5 | 0.8
COc1c(C)cc(Br)cc1C(=O)Nc1nccs1 | 16 | 0.1 | 10 | -0.3
COC(=O)C1CCCCN1Cc1ccc2c(c1)CN(Cc1cnn(C)c1C)CCO2 (stereo not drawn) | 0 | 0.1 | 3 | 5.9*
CC(C)(C)C(=O)Nc1ccc(C(=O)/C=C/c2ccco2)cc1 | -2 | 0.1 | 37* | -0.3
Cc1ccc(S(=O)(=O)/N=C(/c2ccc(F)cc2)N2CCCCC2)cc1 | -5 | -0.1 | 8 | -0.8
CC(=O)Nc1ccc(C(=O)Nc2ccc(CC(=O)O)cc2)cc1 | 3 | 0.0 | 2 | 0.0
CCCc1cc(=O)[nH]c(SCC(=O)NC(CC(=O)O)c2ccc(OC)cc2)n1 (stereo not drawn) | 8 | 0.0 | -2 | -1.6
CCOC(=O)c1c(NC(=O)/C(C#N)=C/c2ccncc2)sc(C)c1C | 9 | 0.9 | 2 | -0.9
CC(C)CCn1c(CN2CCOCC2)nc2c1c(=O)[nH]c(=O)n2C | 1 | 0.1 | -6 | -3.0
CCC1S/C(=N\S(=O)(=O)c2ccccc2)N(C2CCCCC2)C1=O (stereo not drawn) | -1 | 0.0 | 5 | 2.2
Nc1c(S(=O)(=O)c2ccc(F)cc2)c2nc3ccccc3nc2n1CC1CCCO1 (stereo not drawn) | 5 | 0.0 | 9 | 0.1
CCCNC(=O)c1cccc(NC2CCC(O)CC2)n1 (stereo not drawn) | -7 | 0.1 | -1 | 0.2
CCc1cc2c(=O)c(Oc3ccc(Cl)cc3)coc2cc1OCC(=O)OC | -4 | 0.3 | -4 | 2.0
O=C(O)Cc1ccc(N2C(=O)/C(=C\c3ccco3)SC2=S)cc1 | 76* | -0.9 | 6 | -1.6
CCOc1ccc(S(=O)(=O)NNC(=S)Nc2ccc(Br)cc2)cc1 | -25 | 0.1 | -3 | 0.8
O=C(c1ccc(N2CCCC2=O)cc1)N1CCCCCC1 | 3 | 0.1 | -18 | -2.5
CC(=O)NCC1Cc2cc(-c3cccnc3)cc(F)c2O1 (stereo not drawn) | 14 | 0.1 | -11 | -0.4
O=C1CCC(C(=O)N(c2ccccc2)C2(C(=O)NC3CCCC3)CCCCC2)N1 (stereo not drawn) | 6 | 0.1 | 10 | 1.4
COCCCNC(=O)c1cccn2c(=O)c3c4c(sc3nc12)CCCC4 | -1 | 0.5 | -9 | -0.5
CCOc1ccccc1/C=C(\C#N)c1[nH]nc(N)c1C#N | 21 | -0.1 | -59 | -1.5
CC(C)CCNC(=O)c1cccc(NC2=NC3CS(=O)(=O)CC3S2)c1 (stereo not drawn) | 16 | 1.7 | -14 | -1.1
COC(=O)COc1ccc2c(=O)c(Oc3ccc(C(C)(C)C)cc3)coc2c1 | -5 | 0.1 | -1 | -1.4
COc1cc(C2C3=C(CC(C)(C)CC3=O)OC3=C2C(=O)CC(C)(C)C3)ccc1OC(C)=O | 8 | 0.3 | 2 | 1.8
CN(CCCCN1CCOCC1)c1nncc(-c2ccccc2)n1 | -2 | 0.0 | -4 | 0.0
C=CCNCCC1CCC(=O)N1Cc1ccc(C)cc1 (stereo not drawn) | 0 | -0.2 | 1 | 1.6
Cc1c(C)n2c(SCCC(C)C)nnc2[nH]c1=O | -6 | 0.0 | 2 | -2.3
O=C(O)c1ccc(Cl)c(S(=O)(=O)Nc2ccccc2Cl)c1 | 22 | 0.0 | 0 | -0.3
CCC1Oc2ccc(C)cc2N(CC(=O)NCCO)C1=O (stereo not drawn) | 16 | -1.0 | -2 | -1.6
CC(=O)OC(CCN1CC2CCN1CC2)c1ccccc1 (stereo not drawn) | 9 | 0.0 | 9 | 0.1
CCN(C(=O)Nc1ccccc1)c1nnc(-c2ccc(C)cc2)o1 | -4 | -0.1 | -9 | -0.3
CC(NCCC(c1ccccc1)c1ccccc1)c1ccccc1 (stereo not drawn) | 16&6 | -0.1&-0.1 | 0 | -0.7&-0.2
COc1ccccc1Cn1ccn(Cc2ccccc2C)c(=O)c1=O | 2 | -0.2 | 12 | 1.2
O=C(c1cn[nH]c1-n1cnnn1)N1CCn2c(CO)nnc2C1 | -5 | -0.1 | -15 | -0.9
COc1ccc(N(C(=O)Nc2cccc([N+](=O)[O-])c2)C(C)C2CC2)cc1 (stereo not drawn) | -5 | -0.1 | -3 | -2.1
O=[N+]([O-])c1ccc(N/N=[N+](\[O-])c2ccccc2)cc1 | 1 | -0.1 | -61 | -0.1
C/C(=N\OC(=O)C1CCCCC1)c1cnccn1 | 0 | -0.1 | -2 | 2.1
O=C(Nc1cccc(C(F)(F)F)c1)c1ccc2c(c1)OCCO2 | 1 | 0.0 | -40 | 0.4

Continuation:
SMILES | MITF primary | FBW7 act | TEAD-YAP inh | GPR151 ag
CCOc1ccc(NC(=O)C2(c3cccs3)CCOCC2)cc1 | 15 | 0.1 | -1 | -1.8
O=C(Nc1cccc(Br)c1)c1csc2c1CCCC2 | 6 | 0.2 | -41 | 0.0
CC(C)c1nnc(NC(=O)c2cc(Cl)cc(Cl)c2)s1 | 13 | 0.1 | 8 | -0.8
CC(=O)Nc1ccc(NC(=O)CCC(=O)N/N=C/c2ccc(Cl)cc2)cc1 | 10 | 0.1 | 2 | -0.6
O=C(CCCCCNC(=O)c1ccccc1)N/N=C/c1ccc(F)cc1 | 5 | 0.1 | -6 | -1.6
CC1=C(C(=O)Nc2ccc(C)cc2)C(c2ccccc2)n2ncnc2N1 (stereo not drawn) | -4 | 0.2 | 0 | -0.1
O=C(O)c1cc(-c2ccco2)nc2ccccc12 | 55* | -0.1 | 11 | 3.6
Cc1ccc(Nc2ncnc3c2cnn3-c2ccc(C)cc2)cc1 | -2 | 0.0 | -17 | -0.8
O=C(O)c1ccc(NC(=O)C2CC(=O)N(Cc3ccccc3)C(=Nc3ccc(F)cc3)S2)cc1 (stereo not drawn) | 2 | -0.2 | -9 | 0.1
CC(C)(C)n1c(O)c(/C=C2\C=CC=N2)c(=O)[nH]c1=O | 4 | 0.0 | 1 | 2.8
Cc1cccnc1C(NC(=O)C1CCN(C(=O)OC(C)C)CC1)c1ccc(F)cc1 (stereo not drawn) | -10 | 0.0 | -1 | 1.7
CC(=O)c1ccc(-c2cc(F)cc3c2OC(CNC(=O)CCc2cccnc2)C3)s1 (stereo not drawn) | 18 | -0.1 | 11 | -0.3
CC1(C)CC(=O)C2(OC3=C(C(=O)CC(C)(C)C3)C2c2cccc3c2OCO3)C(=O)C1 (stereo not drawn) | 14 | 0.2 | 3 | -0.8
Nc1ccccc1N=CC1=C(O)CNC1=O | 23 | 0.0 | -47 | 0.0
COc1ccc(NC(=O)C2CC23CCN(C(=O)CSc2ccccc2)CC3)cc1Cl (stereo not drawn) | 13 | 0.0 | -7 | -0.2
O=C(Nc1ccc(Cl)cc1)N1CCCN(Cc2ccc(F)cc2)C1 | 8 | 0.5 | -6 | -1.0
CCOC(=O)c1cnc2ccc(C(=O)OC)cc2c1NCCc1ccc(OC)c(OC)c1 | 16 | 0.0 | -4 | 0.5
COCCN(Cc1ccsc1)S(=O)(=O)Cc1cccc(C)c1 | -1 | 0.2 | 1 | 0.7
CCOC(=O)c1nn(CCO)c2c1CN(Cc1cccc(OC)c1)CC2 | 2 | -0.1 | 1 | -0.1
O=C(C1CCCO1)N1CCN(Cc2ccc3c(c2)OCO3)CC1 (stereo not drawn) | -1 | -0.3 | 1 | 3.7
O=C(CN1C(=O)CCC1=O)Nc1nc(-c2cccs2)cs1 | 5 | 0.0 | 8 | 0.7
COc1cccc(OCc2nnc(SCC(=O)N3CCC(C)CC3)n2C)c1 | -7 | 0.1 | 6 | -0.2
Cc1nc2c(C)cccn2c1C(=O)N1CCC1 | 3 | -0.2 | 14 | 0.5
Nc1ccc(F)cc1-c1nc2ccccc2[nH]c1=O | 14 | 0.1 | -9 | -1.5
N#CCCN1CCN(C(=O)c2ncoc2-c2ccccc2F)CC1 | 23 | 0.3 | -2 | -1.3
CCOc1cc2c(C(=O)OCCOC)c(C)oc2cc1Br | -10 | -0.2 | -4 | 2.1
CCOC(=O)C1=C(CC)NC2=C(C(=O)CCC2)C1c1ccccc1 (stereo not drawn) | 6 | -0.1 | 2 | 3.4
O=C(Nc1ccccc1C(=O)Nc1ccccc1)c1ccccn1 | 0 | 0.1 | 2 | 0.0
Cc1ccc(NC(=O)CSc2cn(CCNC(=O)c3ccc(F)cc3)c3ccccc23)c(C)c1 | 5 | 0.1 | 13 | -0.8
CCN(CC)C(=O)C1CCCN(Cc2ccc(C)o2)C1 (stereo not drawn) | 39 | -0.1 | 15 | 0.4

Reprinted at random: 2 compounds from above
SMILES | MITF primary | FBW7 act | TEAD-YAP inh | GPR151 ag
O=C(c1ccc(N2CCCC2=O)cc1)N1CCCCCC1 | 3 | 0.1 | -18 | -2.5
Cc1nc2c(C)cccn2c1C(=O)N1CCC1 | 3 | -0.2 | 14 | 0.5

A stretch from the list above, for reference:
SMILES | MITF primary | FBW7 act | TEAD-YAP inh | GPR151 ag
CCCCc1ccc(-n2nc3ccc(N)cc3n2)cc1 | 22 | 0.6 | -4 | -0.8
CCOC(=O)c1sc(NC(=O)c2ccccc2Cl)c(C#N)c1C | -1 | 0.2 | 10 | -1.1
CC(=O)Nc1nc(-c2ccccc2C)ccc1C(=O)NC1CCCCC1 | 16 | 0.1 | 0 | -0.6
Cc1nc(N2CCN(C)CC2)c2c(C)c(C(=O)Nc3ccc(Oc4ccccc4)cc3)sc2n1 | 8 | 0.1 | 2 | 0.4
CCN(CC)CCCNC(=O)c1cc2c(=O)[nH]c3ccccc3c2n1C | -2 | 0.4 | 5 | -0.5

Continuation.
SMILES | MITF primary | FBW7 act | TEAD-YAP inh | GPR151 ag
Cc1ccc(C2C3=C(CC(c4cccc([N+](=O)[O-])c4)CC3=O)Nc3ccccc3N2C(=O)c2ccccc2)cc1 (stereo not drawn) | 2 | -0.3 | -15 | 3.0
CCOc1ccc(N(C(C)=O)S(=O)(=O)c2ccc3c4c(cccc24)C(=O)N3CC)cc1 | -9 | 0.2 | 3 | 0.5
Cn1ncc2c(N3CCN(CCO)CC3)ncnc21 | 2 | -0.3 | -1 | 1.3
CC(=O)NCCN1C(=S)N(c2ccc(C)cc2)C(=O)C1CC(=O)Nc1ccc(F)cc1 (stereo not drawn) | 3 | 0.1 | 3 | 0.4
COc1cc(/C=C2\SC(N)=NC2=O)cc(I)c1OC | 3 | -0.3 | -8 | 1.5
CCCCc1nc(SCC(=O)Nc2cccc(C)c2)n[nH]1 | 11 | -0.1 | 8 | -0.2
CCn1nc(C(=O)OCc2ccccc2Cl)c2ccccc2c1=O | -1 | 0.1 | -7 | 0.4
CC1CCCCN1S(=O)(=O)c1ccc(S(=O)(=O)NCc2ccco2)cc1 (stereo not drawn) | 5 | -0.1 | -9 | 1.1
CC(=O)Cc1nsc(NC(=O)c2ccco2)n1 | 4 | 0.0 | -6 | -2.3
CC(=O)Nc1ccc(NS(=O)(=O)c2cc(Br)c(Br)s2)cc1 | -10 | -0.1 | -5 | -0.7
CCC(C)NC(=O)c1cnn2c(C)c(Cc3ccccc3)c(C)nc12 (stereo not drawn) | 6 | -0.1 | -2 | 2.2
O=C(CSc1ncc(CO)n1Cc1ccc(F)cc1)Nc1cccc2ccccc12 | -2 | -0.2 | 1 | -0.7
CCCC(=O)Nc1sc(C(=O)OC)c(C)c1C#N | -3 | 0.5 | 5 | -0.9
O=S(=O)(c1ccc2ccccc2c1)N1CCn2c(nc3ccccc32)C1 | 8 | -0.2 | 8 | 0.1
